Compound activity: PubChem, Sanford-Burnham Center for Chemical Genomics
CXCR6 block = CXCR6 receptor inhibitors, primary screen, cell-based, beta-arrestin, luminescence, CHO-K1 PathHunter, 1536-well. hit rate 0.36% among 360,000. inhibition, % at 20 µM. AID 602244, 2012. C-X-C chemokine receptor type 6 (Homo sapiens), O00574; in the data active means inhibition above about 34%, passing the limit was not always enough;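 further: antagonist mode with CXCL16 agonist at 10 nM final; 0% = 10 nM CXCL16 with DMSO and 100% = unstimulated wells without agonist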
UBC13 polyUb = UBC13 polyubiquitin chain formation inhibitors, primary screen, biochemical, TR-FRET, uHTS; Ubiquitin-conjugating enzyme E2 N (Homo sapiens), P61088; hit rate 0.47% among 330,000; inhibition, % at 20 µM; in the data active means inhibition above about 45%, passing the limit was not always enough; inconclusive means no clear call, values can overlap the other calls
Target sequence (P61088 whole entry, looked up): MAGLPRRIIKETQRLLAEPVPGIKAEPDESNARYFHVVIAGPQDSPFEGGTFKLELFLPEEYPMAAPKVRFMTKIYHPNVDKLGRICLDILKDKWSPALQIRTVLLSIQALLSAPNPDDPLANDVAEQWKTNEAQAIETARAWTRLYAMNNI
CCR6 antag = CCR6 receptor antagonists, primary screen, cell-based, CHO-K1, luminescence, beta-arrestin, uHTS; C-C chemokine receptor type 6 (Homo sapiens), P51684; CHO-K1 CCR6 PathHunter beta-arrestin, CCL20-stimulated; inhibition, % at 20 µM; hit rate 0.49% among 340,000; AID 493098, 2011;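 active means compounds whose inhibition of the agonist-driven luminescence signal at 20 µM reaches about 50%, limit read from the data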;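 further: cells stimulated with CCL20 at 14 nM final; plate controls were DMSO with CCL20 for no effect and DMSO without agonist for full effect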
ATG4B inh = ATG4B protease inhibitors, primary screen, biochemical, fluorescence, uHTS. Cysteine protease ATG4B (Homo sapiens), Q9Y4P1. ATG4B cleavage of LC3-PLA2, NBD-HPC fluorescence, 1 h. inhibition, % at 8.33 µM. hit rate 0.51% among 340,000; in the data active means inhibition above about 40%
Target sequence (Q9Y4P1 whole entry, looked up): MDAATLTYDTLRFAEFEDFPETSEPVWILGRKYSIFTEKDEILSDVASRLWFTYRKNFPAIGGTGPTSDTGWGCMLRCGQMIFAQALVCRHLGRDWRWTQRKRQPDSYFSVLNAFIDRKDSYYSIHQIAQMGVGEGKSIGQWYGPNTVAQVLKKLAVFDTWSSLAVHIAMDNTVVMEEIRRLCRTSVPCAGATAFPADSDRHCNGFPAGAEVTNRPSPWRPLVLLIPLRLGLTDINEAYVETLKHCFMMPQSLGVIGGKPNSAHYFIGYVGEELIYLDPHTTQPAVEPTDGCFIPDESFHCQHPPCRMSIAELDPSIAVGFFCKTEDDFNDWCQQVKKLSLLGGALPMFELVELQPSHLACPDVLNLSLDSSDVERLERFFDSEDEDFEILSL
Gli-Sufu antag = Gli-Sufu pathway antagonists, primary screen, luciferase luminescence, Sufu-KO-LIGHT cells, uHTS; inhibition, % at 5 µM; AID 588413, 2011; hit rate 0.74% among 340,000; Sufu-KO-LIGHT fibroblasts, Gli luciferase reporter luminescence;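 active means inhibition above about 55%, limit read from the data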;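 further: 0% = DMSO-treated cells and 100% = wells with medium but no cells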
EBI2 block = EBI2 receptor antagonists, beta-arrestin recruitment, primary screen, cell-based, luminescence, 7a,25-OHC stimulation, uHTS. G-protein coupled receptor 183 (Homo sapiens), P32249. inhibition, % at 5 µM. 7a,25-OHC stimulated. hit rate 0.81% among 360,000. AID 651636, 2012; in the data active means inhibition above about 38%;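 further: enzyme fragment complementation signal reports receptor beta-arrestin coupling in cells; 0% = agonist plus DMSO wells and 100% = wells without agonist; some results beyond the cut were filed as inactive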
Target sequence (P32249 whole entry, looked up, the tested form may be a part): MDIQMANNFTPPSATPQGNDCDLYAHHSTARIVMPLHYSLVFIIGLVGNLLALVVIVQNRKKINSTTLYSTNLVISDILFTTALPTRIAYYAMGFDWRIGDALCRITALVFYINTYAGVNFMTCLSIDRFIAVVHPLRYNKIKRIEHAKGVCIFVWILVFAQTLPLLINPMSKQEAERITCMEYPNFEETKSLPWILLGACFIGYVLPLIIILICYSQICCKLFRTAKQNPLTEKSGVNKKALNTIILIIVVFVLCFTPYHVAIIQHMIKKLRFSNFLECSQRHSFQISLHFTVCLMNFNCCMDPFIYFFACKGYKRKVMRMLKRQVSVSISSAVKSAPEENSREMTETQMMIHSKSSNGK
APJ agonist = agonists of human apelin receptor APJ, primary screen, CHO-K1 cells, PathHunter beta-arrestin, luminescence; activation, % at 20 µM; hit rate 0.11% among 330,000; 0% DMSO wells, 100% apelin; P35414;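 active means activation more than six SD over the plate average, tested at 20 µM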;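 further: 0% = DMSO alone and 100% = apelin-13 at 10 nM; some results filed as inactive read as strong as hits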
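Material: CHO-K1 APJ beta-arrestin complementation cell line; Input: cell density 1000 per well; Incubation: compound stimulation 90 min at 25 °C, detection 60 min; Signal: luminescence from split beta-galactosidase complementation, Galacton Star/Emerald II substrate; Controls: DMSO-only wells as negative, 10 nM Apelin-13 as positive control.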
APJ antagonist = antagonists of human apelin receptor APJ, primary screen, CHO-K1 cells, beta-arrestin complementation, luminescence | P35414 | hit rate 0.32% among 330,000 | inhibition, % at 20 µM;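 active means inhibition above about 40% at 20 µM, limit read from the data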;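 further: cells challenged with 10 nM apelin-13 agonist together with compound; plate controls were apelin-13 plus DMSO wells for no effect and DMSO wells lacking apelin-13 for full effect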
Numbers without * were called inactive; ? = inconclusive; · = no result given.

SMILES	CXCR6 block	UBC13 polyUb	CCR6 antag	ATG4B inh	Gli-Sufu antag	EBI2 block	APJ agonist	APJ antagonist
Cc1ccc(S(=O)(=O)CCC(=O)OCC(=O)N(C)c2ccccc2)cc1	5	·	7	-5	-8	-1	·	·
Cc1nc2ccccc2n1CCc1ccccc1	4	9	5	-6	5	-3	-3	1
CC1CCN(C(=O)CSc2ccc(-c3ccc(F)cc3)nn2)CC1	-5	7	-13	-1	-25	16	0	-1
C=CCn1c(SCC(=O)N2CCN(CCO)CC2)nc2sc3c(c2c1=O)CCC3	3	2	7	0	8	6	-3	23
C=CCOc1ccc(C(=O)O)cc1Cl	-6	-1	2	4	-7	-11	9	-3
COc1ccc(NCC(=O)N/N=C/C=C/c2ccccc2[N+](=O)[O-])cc1	3	-14	10	0	-5	3	-6	-18
CCCCCCc1cc2cc(C(=O)Nc3cccc(OC)c3)c(=O)oc2cc1O	-59	-12	-46	0	61*	-11	9	-58
O=C(NCc1ccccc1)Nc1cccn(Cc2ccc(F)cc2)c1=O	4	27	15	26	40	-3	-4	6
O=C(Cc1cccc(C(F)(F)F)c1)NCc1cccnc1	-8	3	-10	-3	8	2	3	-11
O=C(c1cc(-c2cccnc2)nc2ccccc12)N1CCN(S(=O)(=O)c2ccc(Cl)s2)CC1	2	·	6	-13	-2	-1	·	·

3 entries picked at random from those above:
SMILES	CXCR6 block	UBC13 polyUb	CCR6 antag	ATG4B inh	Gli-Sufu antag	EBI2 block	APJ agonist	APJ antagonist
O=C(NCc1ccccc1)Nc1cccn(Cc2ccc(F)cc2)c1=O	4	27	15	26	40	-3	-4	6
O=C(Cc1cccc(C(F)(F)F)c1)NCc1cccnc1	-8	3	-10	-3	8	2	3	-11
O=C(c1cc(-c2cccnc2)nc2ccccc12)N1CCN(S(=O)(=O)c2ccc(Cl)s2)CC1	2	·	6	-13	-2	-1	·	·

Next section
SMILES	CXCR6 block	UBC13 polyUb	CCR6 antag	ATG4B inh	Gli-Sufu antag	EBI2 block	APJ agonist	APJ antagonist
CCN(C(=O)COC(=O)c1ccccc1Cc1ccccc1)c1c(N)n(Cc2ccccc2)c(=O)[nH]c1=O	2	·	25	-23	-3	-1	·	·
Fc1ccc(C2C3=C(Nc4ncnn42)c2ccccc2OC3c2ccncc2)cc1 (centres undefined)	-3	15	7	-16	6	3	-4	3
Cc1ccc(C(=O)NNC(=O)/C=C\C(=O)O)cc1	-2	-3	3	-4	-11	2	1	-20
CCOc1ccccc1NC(=O)CNC(=O)c1nn(-c2ccc(OC)c(OC)c2)c(=O)c2ccccc12	2	22	-3	-19	22	-9	3	17
C=CCNC(=O)c1scc2c1CCCC2	-5	2	-2	-1	2	6	-1	9
CCn1c2ccccc2c2cc(NC(=O)COc3ccc(OC)cc3)ccc21	4	5	8	0	11	21	-2	4
CC1(C)CC(=O)N(CC(=O)N2CCN(c3ncccn3)CC2)c2ccccc2S1(=O)=O	-3	2	13	4	-6	-4	-2	16
CC1(C)CC2(CCO1)C(Nc1ccccc1)=NC(=S)N2CC(N)=O (centres undefined)	-7	-6	3	-8	3	-7	-5	8
COCCOC(=O)c1c(C)oc2ccc(OCC=C(C)C)cc12	-3	-6	0	-12	-2	10	-5	20
O=[N+]([O-])c1ccc(N2CCCCC2)cc1SCCO	-3	-36	21	5	-8	6	-3	14
O=C(c1ccc2snnc2c1)N1CCN(c2ccccc2)CC1	9	4	18	-2	5	34	-5	7
Cc1ccc2c(c1)/C(=N/OC(=O)c1ccc(F)cc1)CCS2	-4	9	24	10	2	9	-4	8
CCc1ccc(CN2C(=O)c3ccccc3C2C(=O)NCC2CCCO2)cc1 (centres undefined)	0	20	4	-2	6	-9	1	1
CCn1c(SCC(=O)NNC(=O)c2ccc(C)cc2)nnc1-c1ccco1	5	-6	11	9	5	80*	0	-6
CCCCn1c(SCc2nnc(-c3ccccc3)o2)nc2c1c(=O)n(C)c(=O)n2C	-4	1	11	10	11	-11	-3	0
Cc1ccc(N2C(=O)[C@@H]3Cc4ccccc4CN3C2=O)cc1	2	-5	15	0	-20	-1	4	0
CC(=O)Nc1ccc(N2C(=O)CSC2c2ccc([N+](=O)[O-])cc2)cc1 (centres undefined)	4	5	5	-6	5	-11	-3	-2
Cc1cc(C)n2nc(-c3sccc3-n3cccc3)cc2n1	7	13	18	-3	-2	13	-2	6
COc1ccc(/C=C/CN2CCC(n3nccc3NC(=O)C3CC3)CC2)cc1	11	10	-2	9	11	-11	-3	12
COc1ccc(N2CCN(C(=O)Cn3c(=O)[nH]c4ccsc4c3=O)CC2)cc1	-9	5	-1	6	2	-3	1	-10
COc1ccc(C)cc1NC(=O)C1CCN(C(=O)c2ccco2)CC1	1	3	8	-11	-11	0	-3	7
COc1ccc(N2CCN(C(=O)c3cn(C)c(=O)c4c3c3ccccc3n4C)CC2)cc1	2	14	9	-20	-2	-6	-3	19
Cc1ccc(C)c(CSc2nnc(-c3cccs3)n2Cc2ccco2)c1	14	3	32	83*	6	3	-5	14
COc1ccc(N2CCN(C(=O)C3Cc4ccccc4CN3C(=O)c3ccccc3)CC2)cc1 (centres undefined)	11	1	0	-4	0	5	0	7
CCCCCC(=O)Nc1ccc(-c2cn3cccnc3n2)cc1	-4	22	11	1	-7	-6	5	9
CC(C)=C1C2C=CC1C(C(=O)Nc1cccc(C)c1)C2C(=O)O (centres undefined)	4	0	18	5	1	0	-3	7
CN(Cc1ccccc1)S(=O)(=O)c1ccc(N2CCOCC2)nc1	-6	3	10	-1	5	6	-1	-26
COc1ccccc1-n1cnc2cc(NC(=O)c3ccco3)ccc21	-2	-1	-12	-3	-28	-4	-5	4
CCCCN1CCc2c([nH]c3ccc(C)cc23)C1=O	-2	1	11	-18	-71	2	1	6
FC(F)Sc1nc2ccccc2[nH]1	-4	4	3	5	4	-8	8	-9
CCCNc1cc(C)oc(=O)c1C(=O)CC	-1	0	9	-5	-6	-13	-3	0
CCn1cc(C(=O)NCC(OC)OC)c(=O)c2cc(S(=O)(=O)N3CCC(C)CC3)ccc21	-3	-6	7	-9	2	0	2	19
Cn1ncc(SCc2ccccc2)c(Cl)c1=O	-3	2	0	-7	8	-2	4	2
O=[N+]([O-])c1ccccc1S(=O)(=O)N1CCN(c2ccccn2)CC1	-1	4	10	7	12	-1	-3	18
COc1ccc(-n2c(=O)c3c4c(sc3n3cnnc23)CC(C)CC4)cc1 (centres undefined)	1	6	2	5	-1	-4	-3	16
COc1ccc(CCC(C)NCc2cc(OC)cc(OC)c2)cc1 (centres undefined)	-3	4	-7	-2	18	-10	-1	13
Fc1ccccc1N1CCN(C(c2ccccn2)c2nnnn2C2CCCCC2)CC1 (centres undefined)	6	4	19	-5	12	-2	-2	7
O=C(NCCCN1CCCC1=O)C1CCC(CNS(=O)(=O)c2ccc(Cl)cc2)CC1 (centres undefined)	-2	-6	9	-3	33	-2	-4	-6
CCCCn1c(N)c(N(Cc2ccccc2OC)C(=O)CN2C(=O)NC3(CCCC3)C2=O)c(=O)[nH]c1=O	-9	4	24	3	-3	4	-6	12
CN(C)S(=O)(=O)c1cc(NC(=O)CNCc2ccc(F)cc2)ccc1Cl	-6	4	8	-4	-2	4	1	4
CCOc1ccccc1C(=O)NCC(=O)NCC1CCCCC1	2	-1	-10	3	-14	-7	1	-26
CCOc1ccc(NC(=O)c2ccccc2SC)cc1	0	16	15	12	-21	5	-6	-27
COc1ccccc1Oc1c(C)oc2c(CN(C)C)c(O)ccc2c1=O	0	24	-5	1	-2	-1	-1	6
C/C=C/C=N/Nc1nc(-c2ccc([N+](=O)[O-])cc2)cs1	-5	-17	15	23	2	3	1	-6
Cc1[nH]c(-c2ccc3c(c2)OCO3)nc1C(=O)O	2	-6	-7	-3	-14	-6	-1	-4
Nc1cccc(C#Cc2ccc3c(c2)C(=O)/C(=C/c2ccsc2)O3)c1	1	1	7	8	2	18	-4	-4
O=C(COC(=O)CCc1nc2ccccc2s1)Nc1nc(-c2ccccc2)cs1	-2	9	-2	-2	-23	-6	-5	-4
Cc1ccccc1C(=O)NNC(=O)/C=C\C(=O)O	1	-7	0	-3	-4	2	-2	-1
COc1ccc(C)cc1-n1nnnc1SCC(=O)NC1CCCC1	-1	-5	18	4	-7	-8	-4	-40
CC(=O)c1c(C)nc(-c2ccc(OCC(=O)Nc3cccc(C)c3C)cc2)n1O	-1	-7	4	-5	4	-3	-3	-10
(listing goes on)
SMILES	CXCR6 block	UBC13 polyUb	CCR6 antag	ATG4B inh	Gli-Sufu antag	EBI2 block	APJ agonist	APJ antagonist
CCn1c(-c2ccc(Cl)cc2)n[nH]c1=S	5	4	-3	5	0	0	-1	12
O=C(NCC(c1ccco1)N1CCOCC1)c1cccc([N+](=O)[O-])c1 (centres undefined)	4	-8	6	-5	1	-17	-2	-11
Cc1cc(OCC(=O)NC(C)c2ccccc2)ccc1[N+](=O)[O-] (centres undefined)	2	6	13	2	-4	4	-3	-6
CCOC(=O)C1(CCOc2ccccc2)CCN(CC(O)CO)CC1 (centres undefined)	5	-6	1	2	11	0	-4	6
Cc1ccc(C(C)C)c(OCC(=O)Nc2sc3c(c2C#N)CC(C)(C)NC3(C)C)c1	0	21	-11	2	11	-20	5	11
CCc1ccc(NS(=O)(=O)c2c(C(=O)N3CCCCCC3)c(C)n(C)c2C)cc1	2	0	0	-2	-14	-2	6	-29
Cc1ccc(CCNC(=O)C2CCCN(S(=O)(=O)c3c(C)noc3/C=C/N(C)C)C2)cc1 (centres undefined)	13	-9	11	-25	1	13	1	0
CSc1nc(Sc2cccc(Cl)c2)c2ccccc2n1	-13	9	-1	-4	9	-12	-1	12
N#CCCN(C(=O)COC(=O)c1n[nH]c2ccccc12)c1ccccc1	1	7	-2	-6	3	6	-2	0
CCCCCCCCc1nc(=S)[nH][nH]1	-4	2	-1	-1	2	7	-5	9
O=C(c1ccc(N2CCCC2)c([N+](=O)[O-])c1)N1CCN(c2ccccn2)CC1	1	-1	-3	-2	7	9	-4	18
CC1COc2ccccc2N1S(=O)(=O)c1ccccc1 (centres undefined)	5	4	10	-4	6	13	-1	3
Cc1noc(C)c1S(=O)(=O)Nc1ccc2c(c1)C(=O)N([C@H](C)CO)C[C@@H](C)[C@@H](CN(C)Cc1ccc3c(c1)OCO3)O2	-2	8	4	-4	-2	-12	-5	-3
O=C(Nc1ccc(F)cc1F)c1ccccc1-c1ccccc1	4	3	18	8	-3	-3	-2	-4
C=CCc1cccc2cc(C(=O)Nc3cccc(C(=O)O)c3)c(=O)oc12	·	?	4	-7	-14	·	-7	-14
O=C1CC(C(=O)N2CCc3ccccc32)CN1c1ccc(F)cc1 (centres undefined)	1	-8	3	-3	7	-5	0	1
O=C1c2ccccc2NC(c2cccs2)N1NS(=O)(=O)c1ccccc1 (centres undefined)	6	11	11	9	-2	-9	-3	14
C/C(=N\NC(=O)Cn1ccc(C(F)(F)F)n1)c1ccc(N2CCOCC2)cc1	-5	-5	8	-8	-9	0	0	-9
CCOC(=O)c1sc2nc(SCC(=O)NCc3ccco3)n(Cc3ccccc3)c(=O)c2c1C	-4	-25	6	-1	-1	1	4	3
Cc1ccc(S(=O)(=O)NCc2ccc3[nH]c(C)cc3c2)cc1	-1	12	15	-19	-2	-1	-1	5
COc1ccc(S(=O)(=O)N2CCC(NC(=O)OCc3c(Cl)cccc3Cl)CC2)cc1	1	-3	16	-17	-2	-7	6	-6
